Screening data: PubChem, National Center for Advancing Translational Sciences (NCATS)
S-ASM inh = human S-ASM enzyme inhibition. P17405. placental ASM, HMU-PC fluorogenic substrate, 60 min. Potency, µM (series often up to 57.5 µM), inactives show at the top dose activity change, negative = inhibition, hits mostly inhibitors. 0.006% of 340,000 active; also: potency is read from the fitted curve at half-maximal effect
Target sequence (P17405 47-631 limits assumed): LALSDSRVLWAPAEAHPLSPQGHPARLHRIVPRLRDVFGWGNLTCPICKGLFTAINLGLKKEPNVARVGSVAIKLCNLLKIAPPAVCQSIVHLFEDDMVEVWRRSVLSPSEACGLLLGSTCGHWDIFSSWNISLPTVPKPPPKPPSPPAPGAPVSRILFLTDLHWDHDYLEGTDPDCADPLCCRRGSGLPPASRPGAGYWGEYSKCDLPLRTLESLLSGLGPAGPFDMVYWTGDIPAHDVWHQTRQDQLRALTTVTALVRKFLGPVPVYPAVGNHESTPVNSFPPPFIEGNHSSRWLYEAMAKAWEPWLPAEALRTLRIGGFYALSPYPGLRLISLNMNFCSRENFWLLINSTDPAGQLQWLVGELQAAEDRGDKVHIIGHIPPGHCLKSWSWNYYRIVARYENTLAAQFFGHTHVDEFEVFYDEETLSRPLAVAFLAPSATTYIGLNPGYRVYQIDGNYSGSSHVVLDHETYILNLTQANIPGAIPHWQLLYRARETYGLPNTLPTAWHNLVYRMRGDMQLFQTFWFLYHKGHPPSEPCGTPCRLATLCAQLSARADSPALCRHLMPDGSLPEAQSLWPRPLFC
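Human placenta-derived ASM preincubated with compound 10 min at room temperature, then reacted with 9 uM (final) fluorogenic HMU-PC substrate for 60 min at 37 C. Stop solution raises pH to 10; fluorescence read at Ex 386/Em 447 nm.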
MBNL1 CUG block = blocks human MBNL1 binding to CUG repeat RNA; Q9NR56; TR-FRET MBNL1-His/biotin-(CUG)12 binding, 665/545 ratio; Potency, µM (highest dose often 57.5 µM), for the others: at the highest dose activity change, negative = inhibition, actives largely listed as inhibitors; 0.036% of 280,000 active; AID 2675; active = well fitted inhibition curve with a large enough effect in the signal ratio, with a control signal flat, not every such curve was filed as active; inconclusive = small, poorly fitted or top-dose-only effect, or effect the other way, or a change in a side signal; inactive = no such curve, though single readings can be large or run the other way; the % refers to the signal ratio; also: potency is read from the fitted curve at half-maximal effect; % is scaled to controls: 0 for no effect and ±100 for the full control effect
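Ratiometric TR-FRET (665 over 545 nm, excitation 340 nm) tracks disruption of MBNL1-His/biotin-(CUG)12 complex after 60 min at room temperature, with compounds at 92 nM to 58 uM final.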
Mito fusion act = blocks mitochondrial division or promotes mitochondrial fusion; S. cerevisiae fusion-defective mutant growth rescue, CellTiterGlo 48 h; Potency, µM (highest dose often 46.1 µM), for inactives: top-dose growth rescue (activation), actives largely listed as activators; 0.23% of 320,000 active; AID 485298;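 also: potency is read from the fitted curve at half-maximal effect; % of control where 0% means no effect; nearly all actives have a fitted effect of over 45% in size; temperature-sensitive fusion mutants such as fzo1-1 at 37 °C on non-fermentable ethanol glycerol medium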
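Yeast fusion mutant, YPEG (non-fermentable carbon), compound, 48 h at 37C non-permissive; CellTiterGlo added, 10 min RT, luminescence read. Rescued growth = division inhibition.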
Menin MLL FP TR = inhibitors of human menin-MLL interaction, mutant MLL peptide | AID 1768 | Menin + Texas Red MLL mutant peptide, fluorescence polarization | Potency, µM (top dose mostly 61.6 µM), for inactives: at the top dose FP activity change, negative = inhibition, hits mostly inhibitors | O00255 | 0.23% of 270,000 active; active = well fitted inhibition curve with a large enough effect in the polarisation, with a control signal flat, not every such curve was filed as active; inconclusive = small, poorly fitted or top-dose-only effect, or effect the other way, or a change in a side signal; inactive = no such curve, though single readings can be large or run the other way; the % refers to the polarisation; also: potency is read from the fitted curve at half-maximal effect; % of control where 0% means no effect; many of its hits are not listed in these tables
TSHR antagonist = antagonists of human thyroid stimulating hormone receptor; P16473; TSHR-expressing cells, TSH-stimulated cAMP HTRF, 2 h; stronger effect = lower value; activity change, negative = inhibition, % at 11.5 µM; 0.2% of 330,000 active;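 active = activity change below a set negative limit, meaning inhibition stronger than a set level, cut at about -70% in these data; inconclusive = activity change between two set negative limits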; also: % is scaled to controls: 0 for no effect and ±100 for the full control effect
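Antagonism was scored as loss of TSH-driven cAMP in TSHR cells, stimulated with 4nM TSH (EC80) for 2 hours at 37 deg C and detected by homogeneous HTRF competition immunoassay.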
GALK inh = blocks human galactokinase activity | P51570 | Purified GALK, Kinase-Glo residual ATP luminescence | Potency, µM (titrated, usually from 57.5 µM), for the others: at the top dose activity change, negative = inhibition, most hits filed as inhibitors | 0.007% of 270,000 active; also: potency is read from the fitted curve at half-maximal effect; % is scaled to controls: 0 for no effect and ±100 for the full control effect
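GALK at 5 nM final was combined with compound, 35 uM ATP and 100 uM galactose in HEPES pH8.0 with MgCl2 and DTT. The reaction ran one hour at room temperature before luminescent ATP detection.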
PKM2 activator = PKM2 (human) enzyme activation. AID 1631. 0.34% of 260,000 active. purified PKM2, Kinase-Glo ATP luminescence, activation; response scale: 0% is enzyme alone, no compound. Potency, µM (titrated, usually from 57.5 µM), for inactives: at the highest dose activation, usual class: activators. P14618; also: potency is read from the fitted curve at half-maximal effect; % is scaled to controls: 0 for no effect and ±100 for the full control effect; nearly all actives have a fitted effect of over 55% in size
Target sequence (P14618 whole entry, looked up): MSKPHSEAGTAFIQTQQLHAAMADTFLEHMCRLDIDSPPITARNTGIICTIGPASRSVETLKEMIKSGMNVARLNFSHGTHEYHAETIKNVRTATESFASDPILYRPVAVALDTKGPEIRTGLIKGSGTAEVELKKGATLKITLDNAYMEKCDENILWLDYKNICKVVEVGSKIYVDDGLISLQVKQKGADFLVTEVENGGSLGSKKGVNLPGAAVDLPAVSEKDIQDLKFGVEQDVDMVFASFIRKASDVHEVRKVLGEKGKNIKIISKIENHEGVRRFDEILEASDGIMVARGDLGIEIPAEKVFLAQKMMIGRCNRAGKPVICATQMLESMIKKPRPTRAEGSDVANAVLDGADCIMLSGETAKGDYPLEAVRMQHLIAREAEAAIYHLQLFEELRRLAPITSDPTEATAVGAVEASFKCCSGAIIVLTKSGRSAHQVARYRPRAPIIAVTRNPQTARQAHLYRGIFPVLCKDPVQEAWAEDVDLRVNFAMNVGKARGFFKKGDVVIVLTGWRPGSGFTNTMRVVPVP
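Kinase-Glo luminescence reports ATP generated from ADP (0.1 mM) and PEP (0.5 mM) by purified hPK-M2 after 1 h at room temperature, pH 7.2 imidazole buffer; intermediate enzyme activity allows detecting inhibitors and activators.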
USP2a block = blocks human ubiquitin-specific protease USP2a; AID 463254; 0.01% of 330,000 active; USP2 core, Ub-CHOP2 coupled fluorogenic reporter, 485/531; Potency, µM (highest dose often 38.3 µM), without a hit: at the top dose activity change, negative = inhibition, most hits filed as inhibitors;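 also: potency is read from the fitted curve at half-maximal effect; plate controls were DMSO wells for no effect and full inhibition by NEM control for full effect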
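USP2 core (10nM final) preincubated 30min RT with compound in 20mM Tris-HCl pH 8.0, 2mM CaCl2, 2mM beta-mercaptoethanol, 0.05% CHAPS; 25nM Ub-CHOP2 plus 25nM reporter substrate added, fluorescence (Ex485/Em531) read after 60min.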
Chronic BCR inh = blocks chronic active B-cell receptor signaling; Potency, µM (highest dose often 46.1 µM), without a hit: top-dose ratio change, negative = lower green/red ratio, usual class: inhibitors; 0.05% of 340,000 active; ABC-DLBCL IkBa-CBG/CBR reporter, luminescence ratio, 4 h; active = well fitted inhibition curve with a large enough effect in the signal ratio, with a control signal flat, not every such curve was filed as active; inconclusive = small, poorly fitted or top-dose-only effect, or effect the other way, or a change in a side signal; the % refers to the signal ratio;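 also: potency is read from the fitted curve at half-maximal effect; plate controls were basal doxycycline-induced cells for no effect and cells given 10 µM MG132 for full effect; MG132 reads +100%, hits lower the ratio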
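Compounds up to 46 uM were incubated four hours with TMD8 cells whose green CBG68 luciferase is fused to IkappaBalpha; red CBR luminescence normalised the signal, and concentration-effect curves were fitted to fusion, red and ratio data.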
Eya2 phos inh = inhibitors of human Eya2 phosphatase activity. Potency, µM (doses to about 76.9 µM), for the others: top-dose activity, negative = inhibition, actives largely listed as inhibitors. 0.006% of 330,000 active. recombinant Eya2, OMFP fluorescence dephosphorylation (OMFP is methylfluorescein phosphate); also: potency is read from the fitted curve at half-maximal effect; % is scaled to controls: 0 for no effect and ±100 for the full control effect
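Eya2 (0.2 uM) preincubated 10 min at ambient with compound, then OMFP substrate added at 50 uM; 10 min reaction in 50 mM HEPES pH 7.5, 50 mM NaCl, 5 uM MgCl2, 0.05% BSA, 1 mM DTT. Fluorescence read at Ex 485/Em 525 nm.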
KCNH2 WT inh = blocks the wildtype human KCNH2 potassium channel; 0.37% of 340,000 active; activity change, % at 1.84 µM; AID 720551; U2OS, BacMam KCNH2, thallium flux FluxOr; stronger effect = lower value;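 active = maximum activity change below -70%; inconclusive = maximum activity change between -70% and -50%; inactive = maximum activity change above -50%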; also: % is scaled to controls: 0 for no effect and ±100 for the full control effect
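U2OS cells transduced with wild-type KCNH2 virus are loaded with FluxOr dye for 45 min, and thallium flux is measured in kinetic reads before and after stimulation buffer. Rate constants are normalized to DMSO controls.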
Numbers without * were called inactive; i = inactive; ? = inconclusive; nt = no result given; [ ] = remark or other dose. Unless noted, calls follow the shape of the dose curve; as a rule, active = well fitted curve in the direction sought with a large enough effect; inconclusive = small, poorly fitted or top-dose-only effect, or another doubt; inactive = no such curve, though single readings can be large; an effect the other way counts as inactive or inconclusive.

Every second line gives: S-ASM inh	MBNL1 CUG block	Mito fusion act	Menin MLL FP TR	TSHR antagonist	GALK inh	PKM2 activator	USP2a block	Chronic BCR inh	Eya2 phos inh	KCNH2 WT inh
- CCSc1nnc(NC(=O)CSc2nnc(C)c(=O)n2N)s1
 : 0%	26%	6%	4%	9	-2%	18%	2%	?	-14%	2
- Fc1ccc(-c2[nH]ncc2CN(CC2CCC2)CC2CCCO2)c(F)c1 (stereo unspecified)
 : -3%	-9%	-2%	5%	21	6%	-6%	-3%	14%	-4%	9
- Oc1nc(Nc2cccc(Cl)c2)sc1/C=C1\C=Nc2ccccc21
 : -22%	-9%	-11%	?	-15	-1%	3%	0%	18%	-12%	-29
- Cc1cccc2c1-c1sc(C(=O)Nc3cccnc3)cc1CO2
 : i	-7%	6%	?	-19	0%	nt	1%	?	-2%	16
- CC(C)(C)c1ccc(C2CC2C(=O)N/N=C\c2ccc[nH]2)cc1 (stereo unspecified)
 : -14%	4%	1%	20%	-8	-1%	2%	-2%	14%	-9%	2
- COCCNS(=O)(=O)c1ccc2c(c1)C(=O)c1cc(S(=O)(=O)NCCOC)ccc1-2
 : 4%	?	0%	?	-6	-4%	?	-4%	-6%	-19%	0
- CCc1ccccc1N1C(=O)C2CC=CCC2C1=O (stereo unspecified)
 : 3%	-6%	0%	-10%	4	1%	-2%	2%	-1%	5%	12
- COc1ccc(CC(=O)NNS(=O)(=O)c2cccc([N+](=O)[O-])c2)cc1OC
 : -2%	?	4%	4%	-10	6%	-1%	2%	-13%	7%	-13
- CC(=O)c1c(C)n(-c2ccccc2)c2ccc(O)cc12
 : -5%	-11%	7%	2%	-8	-1%	-4%	1%	2%	-5%	-2
- C/C(N)=C(/C#N)C(=O)COC(=O)CNS(=O)(=O)c1ccc(C)cc1
 : 7%	3%	-8%	7%	-11	1%	1%	1%	10%	-4%	9
- CC(C)(C)c1ccc(OC(=O)Nc2ccc(O)c(C(=O)O)c2)cc1
 : 15%	-4%	-7%	?	1	-3%	-1%	0%	?	-26%	-16
- COc1ccc(NC(=O)C/C(C)=N/NC(=O)COc2ccc(OC)cc2)cc1
 : 7%	0%	2%	0%	-7	6%	1%	2%	-5%	-5%	-10
- O=C(N=C1SC2CS(=O)(=O)CC2N1Cc1ccccc1)C1CCCCC1 (stereo unspecified)
 : -2%	-2%	-3%	nt	-11	0%	nt	-1%	2%	1%	-17
- CN1CCN(C2CCCCC2NS(=O)(=O)c2ccccc2)CC1 (stereo unspecified)
 : 7%	-5%	-1%	nt	24	-1%	nt	1%	0%	3%	2
- CCOC(=O)C1CCN(S(=O)(=O)c2ccc3c(c2)CC(C)N3C(=O)C2CCC2)CC1 (stereo unspecified)
 : -5%	-9%	5%	-16%	-19	1%	nt	4%	-1%	-3%	8
- COc1ccc(C(C(=O)NC(C)C)N(C(=O)CCC(=O)Nc2nccs2)c2ccccc2F)cc1 (stereo unspecified)
 : 8%	-10%	-5%	-3%	3	1%	-1%	1%	0%	3%	-1
- CC(C)CC(=O)Nc1cccc(-c2nc3ccccc3[nH]2)c1
 : -5%	-7%	-2%	nt	9	0%	2%	7%	?	0%	8
- O=C(Cc1ccc(S(=O)(=O)N2CCOCC2)s1)N1CCN(S(=O)(=O)c2ccc(Cl)cc2)CC1
 : 2%	nt	0%	nt	0	nt	nt	-4%	3%	15%	-5
- Cc1ccc(NC(=O)C(=O)NN)cc1
 : 2%	nt	3%	nt	-10	0%	-1%	-1%	?	2%	19
- COc1cc(C(=O)n2cnc3ccccc32)c([N+](=O)[O-])cc1OC
 : 0%	?	7%	-5%	5	3%	7%	2%	1%	2%	-2
- CCCCOc1ccc(C(=O)NC)cc1
 : 3%	-12%	1%	7%	-4	3%	-1%	5%	13%	-3%	-1
- Cn1ncc(Cl)c1C(=O)Nc1cc(C(F)(F)F)ccc1F
 : -1%	-14%	-2%	18%	9	2%	0%	4%	8%	3%	3
- O=C1NC(=O)/C(=C/c2cc3c(cc2Br)OCO3)S1
 : 1%	4%	31%	?	-31	-6%	nt	0%	2%	1%	-8
- COc1cc2[nH]c3c(OC)ncnc3c2cc1OC
 : -5%	-4%	7%	?	2	0%	nt	2%	-18%	-12%	-3
- Cc1cccc(CCNS(=O)(=O)c2ccc(S(=O)(=O)NC3CCCC3)cc2)c1
 : -2%	0%	1%	27%	-13	-1%	0%	3%	-21%	5%	-20
- Cc1ccc2nc(SCC(=O)c3c[nH]c4ccccc34)[nH]c2c1
 : -1%	-3%	4%	?	3	0%	-5%	-4%	?	-2%	-2
- O=C(NNC(=S)Nc1ccc(Br)cc1)c1cccnc1
 : -2%	-1%	1%	7%	15	0%	-4%	-1%	14%	0%	-3
- COCc1[nH]nc2c1C(c1sccc1C)C(C#N)=C(N)O2 (stereo unspecified)
 : 31%[activator]	14%	-2%	1%	4	2%	-2%	1%	?	0%	1
- Cc1ccc(-c2cccc(NC(=O)C3C4C=CC(C4)C3C(=O)O)c2)o1 (stereo unspecified)
 : 0%	5%	4%	-3%	-7	1%	-1%	0%	-3%	1%	-8
- Cc1ccccc1N/N=C/c1ccc(N2CCOCC2)cc1
 : 11%	-7%	-3%	-13%	3	-1%	10%	-1%	-25%	?	2

(further entries)
Every second line gives: S-ASM inh	MBNL1 CUG block	Mito fusion act	Menin MLL FP TR	TSHR antagonist	GALK inh	PKM2 activator	USP2a block	Chronic BCR inh	Eya2 phos inh	KCNH2 WT inh
- COc1ccccc1CN(CC(=O)NCC1CCCO1)C(=O)CNS(=O)(=O)c1ccc(C)cc1 (stereo unspecified)
 : 2%	-4%	0%	3%	0	0%	-2%	1%	1%	-8%	-6
- CSc1nc(O)c(N=Nc2ccc(F)cc2F)c(=O)[nH]1
 : -2%	?	-34%[inhibitor]	22%	-2	2%	nt	1%	?	-1%	0
- Cc1ccc(S(=O)(=O)N2CC=C(C(=O)NCc3ccccc3)CC2)cc1
 : 2%	-2%	0%	-3%	6	nt	?	1%	4%	-2%	7
- Cn1cnnc1Sc1ccc(C(=O)OCC(=O)Nc2ccccc2)cc1[N+](=O)[O-]
 : -1%	nt	0%	12%	-4	0%	-9%	0%	6%	-1%	18
- Cc1cc(C)cc(C(=O)OCC(=O)Nc2ncccn2)c1
 : 13%	nt	-3%	nt	-5	nt	nt	3%	-7%	-5%	-9
- Cn1ncc(C#N)c1/N=C/N1CCCC1
 : 2%	0%	2%	2%	1	1%	2%	4%	4%	1%	9
- O=C(CSc1nc2ccccc2c(=O)n1-c1ccc(F)c(Cl)c1)Nc1cccc(S(=O)(=O)N2CCOCC2)c1
 : -2%	23%	-1%	26%	-4	0%	-2%	-1%	2%	5%	-11

Compound profiles (already shown). Order of values: S-ASM inh, MBNL1 CUG block, Mito fusion act, Menin MLL FP TR, TSHR antagonist, GALK inh, PKM2 activator, USP2a block, Chronic BCR inh, Eya2 phos inh, KCNH2 WT inh
O=C(CSc1nc2ccccc2c(=O)n1-c1ccc(F)c(Cl)c1)Nc1cccc(S(=O)(=O)N2CCOCC2)c1 across the screens: -2%, 23%, -1%, 26%, -4, 0%, -2%, -1%, 2%, 5%, -11
CSc1nc(O)c(N=Nc2ccc(F)cc2F)c(=O)[nH]1 across the screens: -2%, ?, -34%[inhibitor], 22%, -2, 2%, nt, 1%, ?, -1%, 0
COc1ccccc1CN(CC(=O)NCC1CCCO1)C(=O)CNS(=O)(=O)c1ccc(C)cc1 (stereo unspecified) across the screens: 2%, -4%, 0%, 3%, 0, 0%, -2%, 1%, 1%, -8%, -6

A portion of the library. The share of hits here may be higher or lower than overall.
